Source: PubChem (Sanford-Burnham Center for Chemical Genomics)
SENP6 block = inhibitors of human SENP6 protease; Recombinant SENP6 catalytic domain, aminoluciferin luminescence; inhibition, % at 10 µM; 330,000 tested, 1.8% active; AID 2599;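 active = inhibition above about 50% at the single tested dose, limit read from the data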;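 note: plate controls were DMSO wells with enzyme for no effect and DMSO wells lacking enzyme for full effect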
UBC13 inh = blocks human UBC13 polyubiquitin chain formation; 330,000 tested, 0.47% active; AID 485273; TR-FRET; inhibition, % at 20 µM; in the data active = inhibition above about 45%, passing the limit was not always enough
Target sequence (P61088 whole entry, looked up): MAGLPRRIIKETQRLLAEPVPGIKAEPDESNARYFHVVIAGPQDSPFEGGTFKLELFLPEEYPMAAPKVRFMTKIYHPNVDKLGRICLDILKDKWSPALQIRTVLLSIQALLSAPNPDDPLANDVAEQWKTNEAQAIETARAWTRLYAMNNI
SENP8 block-1 = inhibitors of human SENP8 protease | Q96LD8 | purified SENP8, Z-RLRGG-aminoluciferin cleavage, luminescence | inhibition, % at 10 µM | 330,000 tested, 1.2% active | AID 2540; in the data active = inhibition above about 50%
Target sequence (Q96LD8 whole entry, looked up): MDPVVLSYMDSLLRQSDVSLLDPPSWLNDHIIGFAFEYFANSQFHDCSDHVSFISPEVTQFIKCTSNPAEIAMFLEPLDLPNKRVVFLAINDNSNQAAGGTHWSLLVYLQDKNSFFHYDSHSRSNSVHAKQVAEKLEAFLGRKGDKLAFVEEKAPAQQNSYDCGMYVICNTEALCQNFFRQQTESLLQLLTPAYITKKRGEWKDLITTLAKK
A3G deaminase = inhibitors of human APOBEC3G DNA deaminase | Q9HC16 | recombinant A3G, ssDNA deamination FAM/TAMRA fluorescence | inhibition, % at 20 µM | 330,000 tested, 0.28% active | AID 493012;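 active = inhibition of at least 40% at 20 µM, with no more than 30% in the related APOBEC3A deaminase screen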;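 note: plate controls were DMSO wells with A3G for no effect and wells lacking A3G enzyme for full effect; some compounds called inactive have numbers as strong as hits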
Target sequence (Q9HC16 whole entry, looked up): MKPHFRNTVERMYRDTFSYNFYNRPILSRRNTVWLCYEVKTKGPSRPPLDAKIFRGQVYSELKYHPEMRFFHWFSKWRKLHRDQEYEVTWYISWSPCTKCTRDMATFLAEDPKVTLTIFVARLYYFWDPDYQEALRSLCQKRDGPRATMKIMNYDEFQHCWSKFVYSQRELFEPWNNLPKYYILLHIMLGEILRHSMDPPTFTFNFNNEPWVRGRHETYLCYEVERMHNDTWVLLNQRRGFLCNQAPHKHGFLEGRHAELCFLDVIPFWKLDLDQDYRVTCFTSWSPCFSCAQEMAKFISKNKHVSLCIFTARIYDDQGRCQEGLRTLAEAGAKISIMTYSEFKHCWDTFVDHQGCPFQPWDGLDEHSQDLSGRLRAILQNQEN
SENP1 inh = SENP1 (human) catalytic domain inhibition; recombinant SENP1 catalytic domain, CyPet-SUMO1-YPet FRET cleavage; 360,000 tested, 0.21% active; inhibition, % at 10 µM; AID 624204;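 active = inhibition at least 30% at 10 µM, raw YFP signal under a set limit, fluorescence ratio 0.5 to 1.5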;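 note: 0% = enzyme with DMSO and 100% = no enzyme wells; some results filed as inactive read as strong as hits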
Target sequence (Q9P0U3 419-644 limits assumed): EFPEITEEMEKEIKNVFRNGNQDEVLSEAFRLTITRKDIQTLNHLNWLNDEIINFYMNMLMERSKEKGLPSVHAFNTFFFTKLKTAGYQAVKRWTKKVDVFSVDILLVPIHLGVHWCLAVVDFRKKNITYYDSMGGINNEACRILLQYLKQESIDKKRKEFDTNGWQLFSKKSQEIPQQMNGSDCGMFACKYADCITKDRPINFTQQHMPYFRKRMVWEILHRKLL
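Assay system: hSENP1 catalytic domain, recombinant. Amount: SENP1 enzyme, 20 pM final. Schedule: 50 min reaction, RT, dark. Technique: FRET, CFP and YFP emission. Control set: no-enzyme wells low, DMSO-plus-enzyme wells high control.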
SENP7 block = blocks the human protease SENP7; Q9BQF6; recombinant SENP7, Z-RLRGG-aminoluciferin luminescence, 40 min; inhibition, % at 5 µM; 330,000 tested, 1.5% active; AID 434973;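 active = inhibition above about 50% at the single test dose, limit read from the data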;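 note: plate controls were DMSO with enzyme for no effect and no enzyme buffer wells for full effect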
SENP8 block-2 = SENP8 (human) protease inhibition | inhibition, % at 20 µM | AID 602440 | 360,000 tested, 0.64% active | recombinant SENP8, Nedd8 substrate fluorescence; in the data active = inhibition mostly above about 40%, no sharp cut-off; inactive = mostly below about 27%
Apaf-1 inh = human Apaf-1 inhibition. O14727. reconstituted apoptosome caspase-3 activity, DEVD-Rh110 fluorescence. inhibition, % at 20 µM. 330,000 tested, 0.71% active; active = inhibition of at least 40% at 20 µM;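 note: plate controls were DMSO wells for no effect and DEVD-CHO caspase inhibitor wells for full effect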
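Material: biochemical Apaf-1 apoptosome reconstitution. Medium: Hepes buffer, pH 7.5. Also added: cytochrome c activation, bis-DEVD rhodamine 110 substrate. Timing: 30 min compound preincubation, 50 min activation, room temperature. Measured by: rhodamine 110 fluorescence at Ex 480/Em 540 nm.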
* = called active by the depositor; / = no result given. Hits appear at their usual frequency (roughly 3.6% active in at least one column).

SMILES	SENP6 block	UBC13 inh	SENP8 block-1	A3G deaminase	SENP1 inh	SENP7 block	SENP8 block-2	Apaf-1 inh
CCCCCC(=O)NC(=S)Nc1ccc(Cl)cn1	1	-7	3	-1	1	-5	11	10
Fc1ccc(C2=Nn3c(nnc3-c3ccco3)SC2)cc1	-14	3	-9	-5	2	5	5	1
COc1ccc(S(=O)(=O)N2CCN(C(=O)C3CC3)CC2)cc1	-17	-8	-10	-9	-1	-7	9	10
COCCn1c(=NC(=O)CSC(C)=O)sc2cc(F)ccc21	-4	1	-2	-2	-14	-5	-3	-25
CC(=O)Nc1ccc(/C=N/N2C(C)CCCC2C)cc1 (stereo not drawn)	-5	-3	-8	-5	-1	-7	35	-18
O=C(c1sccc1Cl)N1CCN(Cc2ccc3c(c2)OCO3)CC1	4	2	5	4	0	7	0	-2
Cc1ccc(C)c(N2CCN(C(=O)CCc3nc(-c4ccccc4)no3)CC2)c1	/	/	/	3	0	11	5	17
Cc1[nH]c(-c2ccccn2)nc(=S)c1Cl	8	-6	8	1	0	8	6	0
CCc1ccc(-c2cc(C(=O)NN3CCN(C)CC3)c3ccccc3n2)cc1	-16	-5	-6	-10	0	-10	-28	8
Cc1ccc2[nH]c(=O)c(C(c3nnnn3C3CCCC3)N3CCCc4ccccc43)cc2c1 (stereo not drawn)	2	-4	3	-5	-10	3	-59	18
CCOC(=O)c1ccccc1NC(=O)C1CC(=O)N(c2ccccc2)C1 (stereo not drawn)	1	4	4	2	0	0	-7	-3
Cc1ccc2c(c1)N(CC(=O)NCc1ccco1)C(=O)C(C(C)C)O2 (stereo not drawn)	3	5	5	-8	1	2	15	-16
Cc1cc(C)cc(Oc2ncnc3c2ncn3Cc2c(Cl)cccc2Cl)c1	7	1	-6	-4	1	-10	16	24
COc1ccc(CCNc2nc(C)nc3c2nnn3Cc2ccccc2)cc1	-8	5	-2	-6	-3	0	4	1
O=C(Nc1ncc2c(n1)CC(c1ccco1)CC2=O)c1ccc(Cl)cc1 (stereo not drawn)	-7	-11	-6	2	13	0	9	5
CCc1ccc(OC(C)C(=O)N(Cc2ccco2)C2CCS(=O)(=O)C2)cc1 (stereo not drawn)	1	1	-5	2	1	3	12	8
CCOc1ccc(C(C)=O)cc1Cn1nc(C(=O)O)c2ccccc2c1=O	16	2	6	-3	2	3	21	11
O=C(Nc1ccc(F)cc1)C(Sc1nc2ccccc2[nH]1)c1ccccc1 (stereo not drawn)	0	-6	-7	-8	2	2	7	13
CCOC(=O)N1CCN(C(=O)C(C)SCc2ccccc2)CC1 (stereo not drawn)	4	2	2	-7	2	1	13	-18
CC(CN1CCOCC1)OC(=O)c1ccc(Br)cc1 (stereo not drawn)	-3	1	-4	-2	2	4	17	6
O=C(O)c1ccc(CSc2nnc(-c3ccccc3)n2-c2ccccc2)cc1	11	6	9	-5	1	5	19	-20
N#CCCn1cc(/C=N/O)c(-c2ccccc2)n1	-4	5	-5	-2	2	-8	16	-15
CS(=O)(=O)N1CCN(C(=O)Cc2ccccc2Cl)CC1	-20	-8	-12	-7	2	0	15	-2
COc1cccc(CN(C)Cc2nc3cc(C(F)(F)F)ccc3c(=O)[nH]2)c1	-1	9	2	-2	-1	-5	11	-5
Cn1cc([N+](=O)[O-])c(C(=O)NNC(=O)c2ccc([N+](=O)[O-])cc2)n1	2	-20	-8	-6	3	-6	20	1
Cc1cccc(NC(=O)COC(=O)CC2CCCC2)c1C	-12	-2	-6	-7	2	-2	0	-1
Cn1c2ccccc2c2nnc(NN)nc21	17	-20	4	0	4	-11	77*	2
CCOC(=O)CNC(=O)CSc1ncnc2c1cnn2-c1ccc(Cl)cc1	10	17	5	0	-1	2	-77	-1
Cc1ccc(C(=O)CCC(=O)OCC(=O)N(CC(C)C)c2c(N)n(Cc3ccccc3)c(=O)[nH]c2=O)cc1	-8	2	-17	-1	-7	-9	3	3
Cc1ccc(C)c(NC(=S)Nc2cccnc2)c1	15	-2	-1	5	3	9	-8	4

Quoted from the results shown for reference:
SMILES	SENP6 block	UBC13 inh	SENP8 block-1	A3G deaminase	SENP1 inh	SENP7 block	SENP8 block-2	Apaf-1 inh
CCc1ccc(OC(C)C(=O)N(Cc2ccco2)C2CCS(=O)(=O)C2)cc1 (stereo not drawn)	1	1	-5	2	1	3	12	8
CCOc1ccc(C(C)=O)cc1Cn1nc(C(=O)O)c2ccccc2c1=O	16	2	6	-3	2	3	21	11
O=C(Nc1ccc(F)cc1)C(Sc1nc2ccccc2[nH]1)c1ccccc1 (stereo not drawn)	0	-6	-7	-8	2	2	7	13
CCOC(=O)N1CCN(C(=O)C(C)SCc2ccccc2)CC1 (stereo not drawn)	4	2	2	-7	2	1	13	-18
CC(CN1CCOCC1)OC(=O)c1ccc(Br)cc1 (stereo not drawn)	-3	1	-4	-2	2	4	17	6
O=C(O)c1ccc(CSc2nnc(-c3ccccc3)n2-c2ccccc2)cc1	11	6	9	-5	1	5	19	-20

Other entries
SMILES	SENP6 block	UBC13 inh	SENP8 block-1	A3G deaminase	SENP1 inh	SENP7 block	SENP8 block-2	Apaf-1 inh
Cc1ccc(COc2ccc(S(=O)(=O)N3CCCC3)cc2C(N)=O)cc1	-14	4	4	10	1	6	2	9
CCC(=O)N1Cc2ccccc2-c2ccccc2C1=O	-6	1	0	-6	/	-1	/	15
COc1ccc(NC(=O)CCCC2CCCCC2)c(OC)c1	-2	-14	7	-6	-1	5	2	8
Clc1ccc(/C=N\Nc2ccccc2)cc1	-25	4	-10	1	-2	3	-13	-5
Cc1onc(-c2ccccc2Cl)c1C(=O)NCc1ccccc1F	-1	1	-9	-11	2	-9	2	6
CC(C)c1nnc(NC(=O)CN2C(=O)c3ccccc3C2=O)s1	2	-1	-5	-4	-1	45	14	-15
COC(=O)c1sccc1-c1ccc(C(=O)Nc2ccccc2)o1	2	-3	-15	-6	1	-12	-79	16
CCOc1cc2c(cc1C(C)(C)C)NC(=O)CS2	0	-1	-1	-6	0	2	20	0
CCOc1ccc(C(=O)NCC(=O)OCC(=O)Nc2ccc(C)c(S(=O)(=O)N(C)C)c2)cc1	-17	1	-12	-7	-1	-3	4	4
CC(=O)Nc1ccc(N(CC(O)Cn2c3ccccc3c3ccccc32)S(=O)(=O)c2ccc(C)cc2)cc1 (stereo not drawn)	-10	4	-11	-7	0	-7	6	25
Brc1ccccc1-c1nc2c3ccccc3ncn2n1	91*	15	77*	1	5	11	-212	17
COc1ccc([N+](=O)[O-])cc1/C=N/Nc1nn[nH]n1	0	-11	-1	-4	2	-5	14	-7
Cc1c(Cl)cccc1NC(=O)Cc1cccs1	-9	2	-11	-4	-1	7	3	-2
C=CCOc1ccc(Oc2cc(C)nc(SC)n2)nn1	-9	2	2	-3	2	0	9	-5
Cc1csc2nc(CNC(=O)C3CC=CCC3C(=O)O)cn12 (stereo not drawn)	-4	5	3	0	-3	1	3	-2
COC(=O)c1nc(-c2ccccc2)oc1N1CCOCC1	0	8	-1	-8	0	0	-412	-6
CN1CCN(c2ccc(NC(=O)c3cc4ccccc4o3)cc2)CC1	-8	7	-10	-2	1	-4	5	16
COc1ccccc1N1CCN(c2nc(-c3ccccc3)cc(C(F)(F)F)n2)CC1	-8	2	-3	-5	4	7	-1	12
CC(c1ccccc1)N1C(=O)c2ccccc2C1O (stereo not drawn)	9	-5	-9	-4	-1	-15	15	22
Cc1ccccc1C(O)c1ccccn1 (stereo not drawn)	-14	10	-3	-3	3	1	15	-21
Cc1cc(/C=C(\C#N)C(=O)NCC2CCCO2)c(C)n1-c1ccc(Cl)cc1 (stereo not drawn)	-34	-1	-10	-4	-2	-1	-117	6
COc1ccc(-n2c(SCC(N)=O)nc3sc4c(c3c2=O)CCN(C)C4)cc1	-12	-6	-11	-5	5	-4	-263	6
O=C(Nc1cccc(Cl)c1)Nc1ccc2nccnc2c1	-6	3	-5	-5	0	5	-311	9
COCC(C)n1c(SCc2cc(=O)n3cc(C)ccc3n2)nc2ccccc2c1=O (stereo not drawn)	12	20	1	-13	4	0	-414	3
CCCCn1c(N)c(N(CC)C(=O)c2ccccc2C(F)(F)F)c(=O)[nH]c1=O	4	-4	0	-4	0	3	6	-6
CCc1cccc2c(C#N)cn(CC(=O)NCc3ccco3)c12	-15	2	-6	-5	-1	-6	-15	8
CCC/C(O)=C1\C(=O)CC(C)(C)CC1=Nc1ccccc1OC	-1	3	2	-3	1	-11	5	4
CC1CCN(C(=O)C(C)NCc2ccc(F)cc2)CC1 (stereo not drawn)	-2	1	0	-4	0	-2	7	-3
CC(OC(=O)c1ccc(Cl)c(S(=O)(=O)N2CCOCC2)c1)C(=O)NC1CCCCC1C (stereo not drawn)	-12	-7	-6	-7	-1	-12	6	7
Cc1c(NC(=O)COC(=O)CSc2ccc([N+](=O)[O-])cc2)c(=O)n(-c2ccccc2)n1C	-3	-3	2	-4	4	14	12	-5

Ordered by molecular weight (largest number first): three of the compounds above
SMILES	SENP6 block	UBC13 inh	SENP8 block-1	A3G deaminase	SENP1 inh	SENP7 block	SENP8 block-2	Apaf-1 inh
COCC(C)n1c(SCc2cc(=O)n3cc(C)ccc3n2)nc2ccccc2c1=O (stereo not drawn)	12	20	1	-13	4	0	-414	3
COc1ccccc1N1CCN(c2nc(-c3ccccc3)cc(C(F)(F)F)n2)CC1	-8	2	-3	-5	4	7	-1	12
CCC/C(O)=C1\C(=O)CC(C)(C)CC1=Nc1ccccc1OC	-1	3	2	-3	1	-11	5	4

(more compounds)
SMILES	SENP6 block	UBC13 inh	SENP8 block-1	A3G deaminase	SENP1 inh	SENP7 block	SENP8 block-2	Apaf-1 inh
Cc1ccc(NC(=O)CN(C)C(=O)c2ccc(-n3cncn3)c([N+](=O)[O-])c2)cc1	9	-2	22	1	1	-3	6	3
O=C(CN(C(=O)c1ccc(Cl)cc1)N1C(=O)C2C3C=CC(C3)C2C1=O)c1cccs1 (stereo not drawn)	-8	6	-1	0	2	-5	6	4
CCC(CC)C(=O)Nc1c2c(nn1-c1ccc(C)cc1)CS(=O)(=O)C2	1	0	-1	-5	2	-1	18	-2
COc1ccc(C)cc1NC(=O)C(OC(=O)CNC(=O)c1cccc(F)c1)c1ccccc1 (stereo not drawn)	-3	5	-7	-4	1	-13	-1	8
COc1cc2c(C(=O)N(C)c3ccc(F)cc3)cn(C)c(=O)c2cc1OC	5	4	1	-1	1	-3	10	5
Cc1ccc(C)c(N2C(=O)CC(N3CCN(Cc4ccc5c(c4)OCO5)CC3)C2=O)c1 (stereo not drawn)	-5	-1	-14	-4	1	13	9	-10
O=C(CNC(=O)c1ccccc1)OCc1cccc([N+](=O)[O-])c1	-9	-6	-8	-6	-1	-3	12	6
O=C(c1ccc(=O)[nH]n1)N1CCN(S(=O)(=O)c2cccc(F)c2)CC1	-20	-8	-3	-6	3	-7	13	13
CC(=O)N1CCN(c2ccc(NCc3ccc(Br)o3)cc2)CC1	4	-9	-7	-10	17	-7	6	7
COc1ccc(Cl)cc1NC(=O)C(C)NC(c1ccccc1)c1ccccc1 (stereo not drawn)	-5	-7	5	-8	0	-6	28	5
Cc1nn(-c2ccc3ccccc3c2)c(=O)c2ccccc12	-26	10	-5	-4	0	10	-95	7
COC(=O)c1ccc(NC(c2ccc(Cl)cc2)P(=O)(OC)OC)cc1 (stereo not drawn)	-13	-12	-9	-3	3	-5	19	10
CC(=O)NC12CC3CC(C1)CC(C(=O)OCC(=O)Nc1ncc(Cl)cc1Cl)(C3)C2	-18	0	1	2	-1	-1	6	2
Cc1ccc(OCc2cc(C(=O)NCCn3cccn3)no2)cc1C	1	3	-2	-2	-4	-7	5	11
CC(=O)c1cccc(N=c2scc(-c3ccc(S(=O)(=O)N4CCOCC4)cc3)n2CCO)c1	10	-15	-5	-2	3	-8	-51	16
S=c1[nH]nc(-c2cc(-c3ccco3)[nH]n2)n1-c1ccccc1	-2	4	3	20	0	1	2	4
COc1ccc(CCNC(=O)CSc2cccc3cccnc23)cc1OC	-9	2	-2	-1	1	4	-283	13
O=C(NCC(=O)N(Cc1ccco1)C(C(=O)NC1CCCC1)c1cccnc1)c1ccco1 (stereo not drawn)	-1	-6	-6	-5	0	-7	6	5
